# Screens as filed in PubChem.
# S1P3 antag: antagonists of human S1P3 receptor; CHO S1P3 NFAT-BLA reporter, FRET fluorescence, antagonist mode; inhibition, % at 4.98 µM; 0.27% of 170,000 active; AID 485;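 active = inhibition above the plate cutoff, the mean inhibition of test wells on that plate plus 3 SD, cut at about 28% in these data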;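 note: cells challenged with S1P at its EC80 of 0.8 µM; blue over green emission ratio from cleaved BLA substrate after 4 h stimulation; 0% = S1P-stimulated wells and 100% = unstimulated DMSO-only wells; some compounds past the cut are filed as inactive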
# Target sequence (Q99500 whole entry, looked up): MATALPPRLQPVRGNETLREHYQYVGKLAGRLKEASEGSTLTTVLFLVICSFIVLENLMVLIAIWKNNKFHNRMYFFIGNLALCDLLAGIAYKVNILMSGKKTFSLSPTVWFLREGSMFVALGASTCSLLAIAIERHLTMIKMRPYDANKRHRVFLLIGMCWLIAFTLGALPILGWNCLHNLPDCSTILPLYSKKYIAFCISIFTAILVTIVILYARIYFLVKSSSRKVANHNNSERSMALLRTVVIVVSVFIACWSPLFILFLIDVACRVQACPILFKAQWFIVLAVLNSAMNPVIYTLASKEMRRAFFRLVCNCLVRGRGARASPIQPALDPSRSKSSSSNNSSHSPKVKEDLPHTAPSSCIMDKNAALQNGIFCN
# ROMK primary: human ROMK K+ channel modulation, primary screen. P48048. Tet-inducible ROMK, thallium flux fluorescence; actives lie on both sides. B-score at 10 µM. 2% of 130,000 active;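 active = signal ratio slope over the read window, or its plate-corrected B-score, at least 3 SD from the plate mean, either direction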;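 note: B-score of the F/F0 ratio slope over 7 to 12 s after thallium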
# PPARg SRC3 recr: promotes SRC-3 coactivator recruitment by human PPARgamma; P37231; biochemical PPARgamma/SRC-3 coactivator recruitment assay; activation, % at 8 µM; 0.26% of 200,000 active; in the data active = activation above about 23%;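 note: 0% = DMSO and 100% = reference agonist; some compounds past the cut are filed as inactive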
# Target sequence (P37231 whole entry, looked up): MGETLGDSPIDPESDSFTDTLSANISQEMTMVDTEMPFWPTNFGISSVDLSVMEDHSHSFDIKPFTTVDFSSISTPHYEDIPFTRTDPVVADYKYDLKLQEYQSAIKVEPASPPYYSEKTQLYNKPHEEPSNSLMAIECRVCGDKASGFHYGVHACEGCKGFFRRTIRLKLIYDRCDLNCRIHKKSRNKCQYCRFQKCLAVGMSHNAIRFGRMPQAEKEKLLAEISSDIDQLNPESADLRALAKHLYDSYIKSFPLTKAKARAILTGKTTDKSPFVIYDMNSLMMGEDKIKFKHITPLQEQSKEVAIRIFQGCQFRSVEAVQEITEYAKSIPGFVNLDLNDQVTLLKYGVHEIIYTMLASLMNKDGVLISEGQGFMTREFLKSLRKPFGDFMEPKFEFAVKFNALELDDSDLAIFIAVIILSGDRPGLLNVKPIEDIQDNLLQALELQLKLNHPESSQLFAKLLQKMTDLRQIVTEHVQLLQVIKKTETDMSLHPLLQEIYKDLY
# TLR4 MyD88 comp: blocks binding of human TLR4 to MyD88; O00206+Q99836; HeLa CL3-4 TLR4/MyD88 BLA complementation, FRET ratio; inhibition, % at 8.4 µM; 0.18% of 200,000 active; AID 861; in the data active = inhibition above about 25%;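 note: 0% = vehicle and 100% = reference inhibitor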
# TR-FRET SRC-2 ct: TR-FRET artefact, counter-screen to PPARgamma/SRC-2 agonist assay; stronger effect = higher value; TR-FRET ratio at 8 µM; 0.4% of 200,000 active; in the data active = TR-FRET ratio above about 2000; note: inactives centre near 1500; reference of the scale not given here
# bIAP inhibitor: blocks bovine intestinal alkaline phosphatase activity. 190,000 tested, under 10 active. purified bovine IAP, CDP-star luminescence, 30 min. AID 1019. inhibition, % at 20 µM;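 active = over 50% inhibition of intestinal alkaline phosphatase at 20 µM in the single-dose screen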
#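 Assay system – bovine IAP enzyme · Quantity – bovine IAP at 1/65,000,000 final dilution · Detection – CDP-star luminescence signal · Times – 30 min reaction at room temperature · Also added – CDP-star substrate at 30 µM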
# L major viab: reduces viability of Leishmania major promastigotes | 9% of 200,000 active | resazurin fluorescence viability | AID 1063 | inhibition, % at 10 µM; in the data active = inhibition above about 50%;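 note: promastigotes grown with compound for 44 hours at 28 °C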
# Redox H2O2 prof: compounds producing H2O2 with reducing agent – biochemical, NIH compound library profiling, artefact control for MLSCN library redox annotation, primary screen | DTT-dependent redox cycling H2O2, phenol red/HRP absorbance; 100% = 100 µM peroxide control, 0% = buffer | activation, % at 10 µM | 0.03% of 200,000 active;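 active = activation of at least 50% relative to the plate's high and low controls in the primary single-dose screen; inactive = activation below 50%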;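 note: compound incubated with DTT at 0.8 mM final as the reducing agent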
# bIAP activator: intestinal alkaline phosphatase (bovine) activation | purified bovine IAP, CDP-star luminescence, 30 min; stronger effect = higher value; fold of DMSO-control signal, blank-subtracted | activation factor at 20 µM | 0.17% of 200,000 active | AID 1016;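 active = activation factor of 2 or more at 20 µM, a signal rise over negative controls twice the positive control's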
# PPARg SRC-2 ag: promotes SRC-2 coactivator recruitment by human PPARgamma; P37231; PPARgamma LBD-SRC-2 recruitment, biochemical; activation, % at 8 µM; 0.34% of 200,000 active; AID 1032; in the data active = activation above about 22%;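 note: 0% = vehicle and 100% = reference agonist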
# PPARg SRC1 recr: PPARgamma-driven SRC-1 recruitment agonism. P37231. PPARgamma-SRC-1 coactivator recruitment biochemical assay. activation, % at 8 µM. 0.41% of 200,000 active; in the data active = activation above about 19%;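 note: 0% = DMSO and 100% = reference agonist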
# Active calls of the source: *; x = no result given.
# A first look:
SMILES,S1P3 antag,ROMK primary,PPARg SRC3 recr,TLR4 MyD88 comp,TR-FRET SRC-2 ct,bIAP inhibitor,L major viab,Redox H2O2 prof,bIAP activator,PPARg SRC-2 ag,PPARg SRC1 recr
O=C(CSc1nc(-c2ccccc2)cs1)NCCN1C(=O)CSC1=O,0,x,1,3,1612,8,1,-0.3,0.9,11,10
COc1ccc(C(=O)Nc2nc3ccccc3[nH]2)cc1OC,-3,x,14,-14,1476,-122,65*,0.6,2.2*,0,3
COC(=O)C(C)Sc1nnc(Cc2cc(=O)[nH]c(=O)[nH]2)n1-c1cc(C)ccc1C (stereo not drawn),-6,x,6,3,1838,-2,-7,-1.6,1,11,4
Cn1c(SCC(=O)Nc2cccc(S(=O)(=O)N3CCOCC3)c2)nnc1-c1ccncc1,4,-0.11,5,10,1506,-21,5,0.0,1.2,-1,-2
Cc1cc(NC2CCCCC2)nc(N2CCOCC2)n1,8,x,-4,-10,1483,4,21,-0.3,1,7,-5
COc1cc(OC)c(NS(=O)(=O)c2cc(C(=O)OC(C)C(=O)NC3CC3)c(Cl)cc2Cl)cc1Cl (stereo not drawn),1,x,9,-8,1671,20,78*,-0.9,0.8,3,7
CCC(C)NC(=O)Cn1c(COc2ccc(Cl)cc2Cl)nc2ccccc21 (stereo not drawn),2,0.26,1,-5,1484,20,22,0.6,0.8,4,2
Cc1cc(C)c2cc(CN(Cc3ccco3)C(=O)NCc3ccccc3)c(=O)[nH]c2c1,-12,x,-5,-15,1409,10,23,-0.7,0.9,0,7
Cc1nc(C)c(C(=O)OCC(=O)N2CCN(c3ccccc3)CC2)s1,14,x,7,-14,1531,8,5,3.5,0.9,5,4
CCC(C(=O)Nc1ccccc1-c1ccccc1)c1ccccc1 (stereo not drawn),x,x,0,-12,1600,32,9,-5.0,0.7,5,4
Cc1ccc([N+](=O)[O-])cc1S(=O)(=O)Nc1ccc(C(=O)N(C)C)cc1,-16,-0.6,7,-7,1521,-8,-6,-0.9,1.1,9,11

# The whole of this part, previewed entries included:
SMILES,S1P3 antag,ROMK primary,PPARg SRC3 recr,TLR4 MyD88 comp,TR-FRET SRC-2 ct,bIAP inhibitor,L major viab,Redox H2O2 prof,bIAP activator,PPARg SRC-2 ag,PPARg SRC1 recr
O=C(CSc1nc(-c2ccccc2)cs1)NCCN1C(=O)CSC1=O,0,x,1,3,1612,8,1,-0.3,0.9,11,10
COc1ccc(C(=O)Nc2nc3ccccc3[nH]2)cc1OC,-3,x,14,-14,1476,-122,65*,0.6,2.2*,0,3
COC(=O)C(C)Sc1nnc(Cc2cc(=O)[nH]c(=O)[nH]2)n1-c1cc(C)ccc1C (stereo not drawn),-6,x,6,3,1838,-2,-7,-1.6,1,11,4
Cn1c(SCC(=O)Nc2cccc(S(=O)(=O)N3CCOCC3)c2)nnc1-c1ccncc1,4,-0.11,5,10,1506,-21,5,0.0,1.2,-1,-2
Cc1cc(NC2CCCCC2)nc(N2CCOCC2)n1,8,x,-4,-10,1483,4,21,-0.3,1,7,-5
COc1cc(OC)c(NS(=O)(=O)c2cc(C(=O)OC(C)C(=O)NC3CC3)c(Cl)cc2Cl)cc1Cl (stereo not drawn),1,x,9,-8,1671,20,78*,-0.9,0.8,3,7
CCC(C)NC(=O)Cn1c(COc2ccc(Cl)cc2Cl)nc2ccccc21 (stereo not drawn),2,0.26,1,-5,1484,20,22,0.6,0.8,4,2
Cc1cc(C)c2cc(CN(Cc3ccco3)C(=O)NCc3ccccc3)c(=O)[nH]c2c1,-12,x,-5,-15,1409,10,23,-0.7,0.9,0,7
Cc1nc(C)c(C(=O)OCC(=O)N2CCN(c3ccccc3)CC2)s1,14,x,7,-14,1531,8,5,3.5,0.9,5,4
CCC(C(=O)Nc1ccccc1-c1ccccc1)c1ccccc1 (stereo not drawn),x,x,0,-12,1600,32,9,-5.0,0.7,5,4
Cc1ccc([N+](=O)[O-])cc1S(=O)(=O)Nc1ccc(C(=O)N(C)C)cc1,-16,-0.6,7,-7,1521,-8,-6,-0.9,1.1,9,11
COC(=O)c1cccc(NC(=O)c2ccc3c(c2)C(=O)N(CC2CCCO2)C3=O)c1 (stereo not drawn),x,-0.9,11,-1,1527,5,-1,0.0,0.9,10,3
CC(=O)c1nn(-c2cccc(Br)c2)cc1C(=O)c1ccccc1,x,0.92,-6,8,1379,13,-2,1.4,0.9,-1,-2
C=C(C)C(=O)N1CC2(CC(c3cccc(NC(=O)c4ccccc4)c3)=NO2)C[C@@H]1C(N)=O (stereo partly drawn),x,-0.042,-4,-16,1390,7,-7,-4.9,0.9,1,2
COc1cccc(/C=N/NC(=O)c2cc3c(OC)c(OC)ccc3[nH]2)c1OC,16,0.08,4,-3,1640,6,73*,-0.3,0.9,0,3
COC(=O)Nc1ccc(S(=O)(=O)N(CCO)CC(F)(F)C(F)F)cc1,5,-0.11,-10,6,1332,-2,-5,3.2,1,1,1
Cc1cc(O)c(NC(=O)c2ccc(Br)o2)cc1C,8,x,8,-3,1505,7,3,1.9,0.9,5,5
COC(=O)C1=C(C)N(C)C(=O)/C1=C\c1cccs1,x,0.26,17,5,1617,1,-1,1.4,1,9,9
CC(C)(SC(=S)N1CCOCC1)C(=O)O,x,x,6,4,1421,-5,-4,2.0,1.1,-10,-3
CCOc1ccc(Oc2c(C)oc3cc(O)ccc3c2=O)cc1,-9,-0.25,-3,-25,1458,4,0,-0.6,1,1,-1
CN1CCN(CCP(=O)(c2ccccc2)c2ccccc2)CC1,x,x,11,2,1630,-2,-5,3.3,1,-4,2
CC(=O)c1cc(-c2ccccc2)n(CC(=O)NC2CCCC2)c1C,x,x,-3,7,1367,4,-1,1.4,1,-5,-1
O=C(COC(=O)CSc1cc(Cl)ccc1Cl)NCc1ccc2c(c1)OCO2,-11,x,1,2,1672,33,-9,0.6,0.7,7,6
COc1cccc(N=C2SC(C(=O)Nc3ccc(F)cc3)CC(=O)N2C)c1 (stereo not drawn),-11,-1.9,-1,-13,1506,12,23,-0.1,0.9,-15,0
O=C(NNc1ccc([N+](=O)[O-])cc1)C1CC2CCCC(C1)C2=O (stereo not drawn),x,x,2,9,1747,18,1,1.5,0.8,3,5
COCCOC(=O)c1c(C)oc2ccc(OC(=O)c3cccs3)cc12,x,0.071,5,3,1546,-13,-2,-0.4,1.1,1,0
Cc1cccc(OCC(=O)NNC(=O)CSc2ncc(C#N)c(N)n2)c1,x,-0.11,-6,1,1501,-32,-12,-4.6,1.3,-3,3
COC(=O)CSc1cc(C)nc2ccc(OC)cc12,x,x,10,1,1520,1,9,2.8,1,3,6
CSc1nsc2nc(=O)c(/C=C3\C(C)=Nc4ccccc43)c(N)n12,-16,0.07,1,0,1535,-6,7,-2.0,1.1,9,7
C=CCN1C(=O)CS/C1=N/c1nccs1,-20,x,4,-10,1566,6,4,1.0,0.9,10,-6
CSc1ccc(/C=N/n2c(C)cc(C)cc2=O)cc1,25,0.42,2,-3,1673,24,-3,2.1,0.8,9,4
CCOc1ccc(-n2c(-c3ccc(Br)cc3)c[n+]3c2CCCCC3)cc1,-1,0.85,1,2,1588,-61,101*,-0.7,1.6,0,1
C=CCOC(=O)C(=O)/C=C/c1c(C)n(C)n(-c2ccccc2)c1=O,-5,x,-1,-7,1453,-2,0,-0.4,1,7,-1
CC(C)(C)c1ccc(S(=O)(=O)Nc2cccnc2)cc1,x,x,-8,-2,1433,-2,-1,-3.2,1,-1,-2
O=C(Nc1ccc(F)cc1)C1CCCO1 (stereo not drawn),0,0.022,-3,6,1506,-22,-3,-0.2,1.2,6,-5
CCCSc1nsc(N)n1,x,1.5,-5,6,1305,3,-21,0.0,1,-3,-7
Cc1ccc(NC(=O)OCCN2CCN(Cc3ccccc3)CCC2=O)cc1,-5,-0.42,-2,3,1318,-13,74*,0.4,1.1,-4,-4
CCNC(=S)N/N=C(\C)c1ccc2ccccc2c1OC(F)F,-12,-0.0036,1,-4,1382,10,33,-1.1,0.9,-5,-2
Cc1cc(C)c2[nH]c(=S)cc(C)c2c1,x,2.2,1,-5,1479,x,1,0.2,0.5,8,2
CC(=O)Nc1ccc(NC(=O)C(C)OC(=O)CNS(=O)(=O)c2cccc(Cl)c2)cc1 (stereo not drawn),-9,0.86,-7,8,1371,1,82*,-0.1,1,-4,-8
O=C(NCC1CCCO1)c1ccc2ccccc2n1 (stereo not drawn),x,0.4,10,-2,1527,-5,-4,0.2,1.1,7,0
O=C(CN(Cc1ccco1)C(=O)Cn1nnc(-c2cccs2)n1)NCC1CCCO1 (stereo not drawn),0,1.3,8,-4,1435,-3,-9,-0.9,1,-1,4
CCN1CCN(CC(=O)c2c(C)n(C)c3ccc(OC)cc23)CC1,x,x,6,-17,1658,6,4,-7.8,0.9,3,-5
O=C(O)CNC(=O)c1ccc2c(c1)OCCO2,-17,x,13,9,1627,12,-4,-0.6,0.9,7,8
O=C(CNS(=O)(=O)c1ccc(Cl)cc1)NNC(=O)c1cccnc1,-2,0.16,4,-9,1458,-27,-5,-2.3,1.3,4,5
Cc1ccccc1-n1c(=O)cc(N2CCc3ccccc32)[nH]c1=O,x,x,-2,5,1562,4,-5,-0.8,1,-4,6
Cc1ccccc1OCC(=O)NNC(=O)c1ccc(-c2ccccc2)cc1,x,x,-3,7,1636,-3,0,2.1,1,-2,-1
Cc1ccc(/C=N/NC(=O)c2cc(-c3cccnc3)nc3ccccc23)cc1,-1,3.2,4,-1,1573,10,6,-0.6,0.9,3,-5
CCc1ccccc1Nc1ccc(C(=O)O)cc1N,-54,0.67,-5,-5,1336,11,-4,0.2,0.9,-5,-2
COc1cc(NC(=O)c2cc(-c3cccnc3)nc3ccc(C)cc23)c(OC)cc1Cl,x,x,9,15,1367,12,2,-0.1,0.9,3,5
CCOC(=O)NC1(C(F)(F)F)NC(=O)N(c2ccc(F)cc2)C1=O (stereo not drawn),2,0.79,2,-7,1634,x,-4,-0.9,0.2,6,-1
O=S(=O)(c1ccc(N2CCCC2c2nc3ccccc3s2)nc1)N1CCOCC1 (stereo not drawn),-3,x,0,2,1428,-6,4,0.8,1.1,-1,-5
CCOC(=O)/C=C/C(=O)Nc1cccc([N+](=O)[O-])c1,-7,x,-1,14,1444,9,0,0.4,0.9,-7,-14
O=C(CC1C(=O)NCCN1Cc1cccc(Oc2ccccc2)c1)NCCCn1cccn1 (stereo not drawn),-13,-0.53,-3,-2,1460,-12,-8,10,1.1,0,-5
O=C(N/N=C/c1ccc(-c2ccc(S(=O)(=O)Nc3ncccn3)cc2)o1)c1cc2ccccc2cc1O,x,-0.0098,23,9,1741,3,73*,-0.5,1,13,2

# This is a random part of the collection. About 11% of those tested had a hit in this group.
